A549 tox = kills or reduces viability of A549 cells in Nrf2 counter-screen | 390,000 tested, 0.16% active | AID 504648 | A549 ARE-Fluc cells, CellTiter-Fluor viability, 18-24 h | Potency, µM (doses to about 46 µM), for inactives: top-dose activity change, negative = cytotoxicity, most hits filed as inhibitors; note: potency is the fitted concentration of half-maximal effect; % is set by controls: 0 for no effect and ±100 for the full control effect
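A549 ARE-Fluc cells in 5% FBS OPTI-MEM, 5000 cells/well, rested 2 h then exposed to compounds in concentration-response for 18-24 h at 37 °C. Viability by CellTiter-Fluor fluorescence (Ex 405/Em 525) after 30 min; luciferase luminescence (BugLite, 15 min, RT) read afterwards.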
EPAC2 antag = EPAC2 (human) antagonism; Q8WZA2; 360,000 tested, 0.18% active; Potency, µM (top dose mostly 114 µM), inactives show top-dose activity, negative = inhibition, usual class: inhibitors; EPAC2 GEF exchange of Rap1B-BODIPY-GDP, fluorescence; note: potency is the fitted concentration of half-maximal effect; % is set by controls: 0 for no effect and ±100 for the full control effect; nearly all actives have a fitted effect of over 45% in size; many of its hits are not listed in these tables
Target sequence (Q8WZA2 whole entry, looked up): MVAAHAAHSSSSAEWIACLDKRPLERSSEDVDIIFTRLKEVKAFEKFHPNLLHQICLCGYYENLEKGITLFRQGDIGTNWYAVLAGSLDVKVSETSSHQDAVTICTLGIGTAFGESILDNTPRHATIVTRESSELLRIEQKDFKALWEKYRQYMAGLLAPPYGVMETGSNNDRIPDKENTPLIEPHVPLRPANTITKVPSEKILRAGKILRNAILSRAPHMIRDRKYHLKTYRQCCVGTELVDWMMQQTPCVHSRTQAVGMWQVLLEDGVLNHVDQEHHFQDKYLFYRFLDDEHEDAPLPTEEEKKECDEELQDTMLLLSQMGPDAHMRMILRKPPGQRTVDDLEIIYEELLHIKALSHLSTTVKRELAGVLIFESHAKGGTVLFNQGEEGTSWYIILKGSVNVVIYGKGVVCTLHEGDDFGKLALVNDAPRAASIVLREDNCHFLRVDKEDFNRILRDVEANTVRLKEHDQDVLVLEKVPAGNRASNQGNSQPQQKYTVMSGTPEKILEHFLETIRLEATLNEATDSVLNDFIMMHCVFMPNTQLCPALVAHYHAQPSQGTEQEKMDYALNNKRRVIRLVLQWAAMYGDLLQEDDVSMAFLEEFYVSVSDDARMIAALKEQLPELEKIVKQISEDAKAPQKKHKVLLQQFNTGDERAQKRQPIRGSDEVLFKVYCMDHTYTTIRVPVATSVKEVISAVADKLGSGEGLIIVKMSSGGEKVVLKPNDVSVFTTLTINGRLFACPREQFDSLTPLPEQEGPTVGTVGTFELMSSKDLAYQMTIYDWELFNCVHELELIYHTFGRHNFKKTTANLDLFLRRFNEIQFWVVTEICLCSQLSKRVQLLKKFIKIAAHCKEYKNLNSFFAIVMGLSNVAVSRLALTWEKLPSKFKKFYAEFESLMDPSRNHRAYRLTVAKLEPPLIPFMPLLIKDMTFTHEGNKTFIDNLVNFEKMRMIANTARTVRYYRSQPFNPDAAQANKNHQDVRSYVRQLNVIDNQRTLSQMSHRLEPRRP
Akt phos inh = inhibitors of Akt phosphorylation; Neuro2A IGF-stimulated pAkt S473 HTRF, 20 min; stronger effect = lower value; 360,000 tested, 0.32% active; activity change, % for hits at 50 µM; AID 651550; in the data active = activity change below about -80%; inconclusive = mostly about -51% to -80%; note: % is set by controls: 0 for no effect and ±100 for the full control effect
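Neuro2A cells (4,500/well, DMEM with 0.5% FBS) were treated with compound at a single 50 µM final concentration, stimulated with 6 nM IGF for 20 min at 37 °C, and lysed. Phospho-Akt Ser473 was read by HTRF as 665/615 ratio ×10^4.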
Nrf2 activator = activators of Nrf2 (ARE) signaling; AREc32 ARE-luciferase reporter (MCF7-derived line), luminescence, 24 h; 410,000 tested, 0.31% active; Potency, µM (doses to about 46.1 µM), without a hit: at the highest dose activation, usual class: activators; note: potency is the fitted concentration of half-maximal effect; % of control where 0% means no effect; nearly all actives have a fitted effect of over 65% in size
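Steps: seed AREc32_Fluc cells (1000/well, 5% FBS OPTI-MEM); incubate overnight at 37 deg C; add 23 nL compound; incubate 24 hr; add Steady-Glo; hold 30 min RT; read luminescence.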
MmCpn inh = blocks the Methanococcus maripaludis chaperonin Mm-Cpn | purified Mm-Cpn ATPase, ADP Transcreener TR-FRET | AID 504842 | 330,000 tested, 0.031% active | Potency, µM (series often up to 76.9 µM), for inactives: at the top dose activity, negative = inhibition, usual class: inhibitors; note: potency is the fitted concentration of half-maximal effect; % is set by controls: 0 for no effect and ±100 for the full control effect; nearly all actives have a fitted effect of over 80% in size
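Inhibition of chaperonin ATP hydrolysis is measured as reduced ADP production, detected by competitive TR-FRET in which signal falls with ADP. Final enzyme 25 nM and ATP 10 uM, reacted 30 min at 37°C.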
CCT chaperon mod = modulators of cytosolic chaperonin (CCT/TRiC) activity. purified chaperonin ATPase assay, HTRF ADP detection, 30 min. 360,000 tested, 0.3% active. AID 651819. activity change, % (test concentration not listed), hits read low; in the data active = activity change below about -30%; note: % is set by controls: 0 for no effect and ±100 for the full control effect
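We incubate TRiC, 40 or 20 nM final, with library compounds at 76 uM and 10 uM ATP for 30 min at 37 °C. ADP formed is detected with Transcreener HTRF reagents after 30 min at room temperature.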
EPAC2 agonist = activates human EPAC2 exchange factor | EPAC2 activation, biochemical qHTS; response scale: 100% = 6.5 mM cAMP response | Potency, µM (top dose mostly 154 µM), without a hit: at the highest dose activation, usual class: activators | 360,000 tested, 0.079% active | AID 720711; note: potency is the fitted concentration of half-maximal effect; nearly all actives have a fitted effect of over 50% in size
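Compounds were added across a concentration range to EPAC2 (100 nM), RAP1B-BODIPY-GDP (250 nM) and GDP (50 uM). After 5 min at room temperature, fluorescence was recorded at 5-min intervals for 30 min.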
Nrf2 block = blocks Nrf2 signaling | Potency, µM (highest dose often 46 µM), for inactives: at the top dose activity change, negative = inhibition, usual class: inhibitors | A549 ARE-Fluc reporter, luciferase luminescence, 18-24 h | 360,000 tested, 2.1% active; note: potency is the fitted concentration of half-maximal effect; % is set by controls: 0 for no effect and ±100 for the full control effect; nearly all actives have a fitted effect of over 60% in size
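Concentration-response testing used A549 ARE_Fluc cells at 5000 cells/well. Following an 18-24 h compound incubation, viability was read by fluorescence (Ex 405/Em 525) and luciferase output by luminescence.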
TGFb SMAD3 inh = blocks TGF-b signaling; HepG2 CAGA-GFP TGF-b/SMAD3 reporter, GFP fluorescence, 18 h; TGF-beta stimulated, 500 pg/mL final; Potency, µM (highest dose often 46.1 µM), without a hit: top-dose activity, negative = inhibition, hits mostly inhibitors; 410,000 tested, 1.2% active; AID 588855; note: potency is the fitted concentration of half-maximal effect; % is set by controls: 0 for no effect and ±100 for the full control effect; nearly all actives have a fitted effect of over 65% in size
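Cell-based qHTS in HEPG2 carrying a CAGA-GFP Smad reporter; compounds added before 500 pg/mL final TGF-beta, 18 h incubation at 37 degrees C, GFP fluorescence quantified per cell by imaging cytometry.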
Numbers without * were called inactive; i = inactive; ? = inconclusive; . = no result given; [ ] = another dose, or the depositor's remark. Unless noted, calls come from the whole dose curve; as a rule, active = well fitted curve in the direction sought with a large enough effect; inconclusive = small, poorly fitted or top-dose-only effect, or another doubt; inactive = no such curve, though single readings can be large; an effect the other way counts as inactive or inconclusive. These rows are one share of the data (hit frequency here may not be typical).

SMILES	A549 tox	EPAC2 antag	Akt phos inh	Nrf2 activator	MmCpn inh	CCT chaperon mod	EPAC2 agonist	Nrf2 block	TGFb SMAD3 inh
CC1CCCC(C)N1C(=O)COC(=O)c1cc(-c2cccs2)nn1-c1ccccc1 (stereo not given)	2.3%	-2.1%	i	0.4%	-3.5%	-2.0	10.1%	8.4%	13.5%
CCOC(=O)c1c(C)[nH]c(C)c1S(=O)(=O)N1CCCCC1	1.5%	-1.6%	i	-0.3%	-0.4%	0.3	1.4%	-1.9%	-22.3%
O=C1C=C(Nc2ccccc2)c2ccccc2C1=O	?	-0.6%	i	-2.0%	-2.2%	2.5	-13.9%	20.6µM*	3.16µM*
O=C(CSc1ccc(F)cc1)Nc1ccc(C2SCCS2)cc1	3.3%	-1.6%	i	2.1%	-3.1%	-2.1	6.7%	?	?
Cc1ccc([N+](=O)[O-])cc1-c1ccc(/C=C(\C#N)c2[nH]nc(N)c2C#N)o1	?	-0.8%	i	4.9%	1.0%	1.4	12.2%	-18.9%	-12.7%
Cn1nc(C(F)(F)F)c2cc(C(=O)N3CCOCC3)sc21	0.5%	-2.8%	i	0.0%	4.0%	-0.1	3.8%	-4.7%	6.7%
O=C(Nc1ccc(C(=O)c2ccccc2)cc1)c1ccccc1	-10.5%	1.0%	i	4.1%	-4.0%	2.8	16.1%	?	13.7%
NC1=NC(=O)S/C1=C\c1ccc(F)cc1	-10.3%	6.6%	i	-0.7%	1.9%	-0.5	5.7%	-19.1%	23.2%
NC(=O)c1cccn1Cc1ccccc1Cl	3.6%	15.4%	?	0.6%	-0.4%	0.5	8.0%	11.9%	-3.0%
CCc1cccc2c1NC(=O)C21OCCO1	6.2%	13.3%	i	-0.1%	-1.0%	1.1	9.2%	-2.4%	-7.6%
O=C(c1ccc(S(=O)(=O)Cc2ccccc2F)c([N+](=O)[O-])c1)N1CCCC1	-6.7%	1.9%	i	?	-0.8%	0.3	11.8%	?	?
Cc1csc(-c2ccc3cc(Cl)cc(Cl)c3n2)n1	.	-9.8%	i	2.51µM*	.	1.4	-2.3%	.	-17.6%
CCC1C(=O)NCCN1C(=O)c1ccccc1OC1CCN(S(C)(=O)=O)CC1 (stereo not given)	-0.8%	0.1%	i	0.2%	0.5%	0.4	3.7%	6.8%	-3.2%
CCc1nc2ccc(C(=O)N3CCN(C(=O)c4ccco4)CC3)cn2c1N(C)C(=O)c1cccc(OC)c1	.	-2.2%	i	0.2%	.	-2.1	15.1%	.	-11.3%
Cc1ccc(N(C)C(=O)N2CCN(S(=O)(=O)c3ccc(C)cc3)CC2)cc1	-2.3%	-15.8%	i	4.0%	-15.5%	-0.8	10.3%	-24.7%	-5.4%
Cc1cc(-c2nc3ccccc3[nH]2)ccc1N	-1.5%	-0.3%	i	-1.3%	-7.3%	0.0	-8.8%	25.7%	0.6%
CC(C)CN(CCCNC(=O)CC1Oc2ccccc2NC1=O)CC(C)C (stereo not given)	-2.1%	-1.3%	i	0.2%	-1.4%	2.2	-2.2%	18.8%	6.5%
CCc1nc2ccccc2[nH]c1=O	2.2%	0.2%	i	-0.5%	-0.4%	0.8	1.2%	-15.6%	9.7%
CC(C)CCCN1CCN=C1N(C)C	0.0%	14.0%	i	-0.3%	1.9%	-0.5	-0.4%	3.0%	-1.3%
Cc1ccc(C)c(CNC(=O)Nc2ccccc2)c1	4.9%	-0.6%	i	5.1%	-2.4%	-0.3	1.0%	?	2.1%
COc1ccccc1CNC(=O)C1Cc2cc(S(=O)(=O)N3CCCCC3)ccc2N1C(C)=O (stereo not given)	1.8%	1.8%	i	-1.3%	-1.0%	-0.7	11.2%	13.7%	2.3%
O=C(NC(c1ccccc1)c1ccccn1)c1cccc([N+](=O)[O-])c1 (stereo not given)	-2.0%	3.1%	i	0.1%	2.3%	1.4	-3.4%	-0.5%	8.8%
O=C(C1CC(c2ccccc2O)=NO1)N1CCc2ccccc2C1 (stereo not given)	-0.7%	-5.5%	i	2.4%	1.0%	-2.7	16.8%	22.7%	2.0%
CCn1cc(CNC(=S)Nc2cccc3ccccc23)cn1	6.8%	-4.2%	i	1.0%	-1.9%	-0.9	9.3%	0.1%	-1.0%

Some entries already given, showing only CCT chaperon mod and EPAC2 antag:
smiles,CCT chaperon mod,EPAC2 antag
CCC1C(=O)NCCN1C(=O)c1ccccc1OC1CCN(S(C)(=O)=O)CC1 (stereo not given),0.4,0.1%
CCc1nc2ccc(C(=O)N3CCN(C(=O)c4ccco4)CC3)cn2c1N(C)C(=O)c1cccc(OC)c1,-2.1,-2.2%
Cc1ccc(N(C)C(=O)N2CCN(S(=O)(=O)c3ccc(C)cc3)CC2)cc1,-0.8,-15.8%
Cc1cc(-c2nc3ccccc3[nH]2)ccc1N,0.0,-0.3%

(more compounds)
SMILES	A549 tox	EPAC2 antag	Akt phos inh	Nrf2 activator	MmCpn inh	CCT chaperon mod	EPAC2 agonist	Nrf2 block	TGFb SMAD3 inh
COc1ccc(NC(C)=O)cc1NC(=O)CN1CCN(CC(=O)Nc2ccccc2Cl)CC1	-8.8%	-3.5%	i	3.8%	1.1%	-3.8	-13.2%	-7.2%	-12.9%
Cc1ccc(-c2nc(S(=O)(=O)c3ccc(C)cc3)c(SCC(=O)Nc3ccc(F)cc3)o2)cc1	4.7%	.	.	0.8%	.	.	.	16.5%[9.27 µM]	11.6%
COc1ccc(N2CCN(C(=O)c3ccc(NS(=O)(=O)c4ccc(F)c(F)c4)cc3)CC2)cc1	-11.8%	-8.3%	i	2.0%	-7.5%	-1.0	16.5%	?	-1.2%
COc1ccccc1C(=O)N/N=C(\C)CC(=O)Nc1ccccn1	9.6%	1.6%	i	27.9%	-1.5%	0.8	7.2%	1.6%	21.8%
COC(=O)c1ccccc1NCc1cc(=O)oc2cc(O)c(O)cc12	-12.5%	-2.5%	i	-1.3%	-2.6%	0.8	-5.1%	-2.2%	-20.8%
CC1CCc2sc(C(=O)Nc3nnc(SCc4ccc(F)cc4)s3)cc2C1 (stereo not given)	-12.4%	-7.9%	-85.1%*	3.2%	-12.0%	-0.9	6.1%	-25.4%	16.1%
OCCNc1cc(Cl)ncn1	6.1%	7.3%	i	-0.7%	1.3%	0.8	-8.1%	8.8%	0.0%
O=C(Nc1cc(C(F)(F)F)ccc1Cl)c1cccc(N2C(=O)CCC2=O)c1	-7.5%	1.8%	i	0.2%	0.4%	-2.4	-4.8%	-8.4%	0.0%
COc1ccccc1/C=C/C(=O)OCC(=O)Nc1c(C)nn(-c2ccccc2)c1C	2.5%	-4.7%	i	0.5%	0.1%	-1.5	3.2%	-2.2%	4.9%
CC(NS(=O)(=O)c1ccc(Br)cc1)C(=O)NCCc1ccccc1 (stereo not given)	1.0%	1.6%	i	0.2%	1.0%	2.4	6.7%	-8.1%	3.1%
COc1ccc(N2C(=O)/C(=C3/C=CC=CN3C)SC2=S)cc1	?	-19.5%	i	0.6%	-1.5%	-2.3	16.4%	?	0.0%
CCCc1nc2ccc(N)cc2c(=O)n1Cc1ccccc1Cl	-3.7%	-13.7%	i	1.9%	-4.7%	-0.2	-5.2%	0.3%	-15.7%
c1ccc(CCNc2ncnc3c2nnn3Cc2ccccc2)cc1	0.0%[1.84 µM]	-2.3%	i	0.2%	0.5%	-0.2	-15.8%	-3.3%	-0.8%
O=C1NC(=O)C(c2ccccc2)N1 (stereo not given)	-3.3%	5.6%	i	0.1%	.	-1.8	-7.9%	0.6%	2.6%
CC1CCCC(C)N1C(=O)COC(=O)C1CCN(S(=O)(=O)c2c(Cl)cccc2Cl)CC1 (stereo not given)	-1.3%	-4.1%	i	0.4%	-0.6%	-1.2	-3.1%	-5.5%	2.6%
CCc1nc2ccc(C(=O)N(CC)CCN(C)C)cn2c1N(C)Cc1ccc(OC)cc1	.	10.3%	i	-0.6%	.	-2.4	-0.4%	.	27.2%
CN(CCCC(=O)Nc1ccccc1)S(=O)(=O)c1ccc(Cl)cc1	0.3%	-6.4%	i	1.3%	1.6%	-3.1	6.1%	8.9%	-12.8%
Cc1cccc(C(=O)N2CC(=O)Nc3ccc(F)cc3C2c2ccc(F)cc2)c1 (stereo not given)	0.0%	0.2%	i	2.8%	1.0%	-1.3	2.9%	?	-0.9%
O=C(Nc1nc([C@@H]2O[C@H](CO)[C@@H](O)[C@H](O)[C@H]2O)cs1)NC(c1ccccc1)c1ccccc1	.	6.3%	i	0.5%	.	-1.4	-5.6%	.	-9.9%
OCCCNc1nc(-c2ccc(Cl)cc2)nnc1-c1ccccc1	12.2%	4.5%	i	5.2%	-0.3%	-1.4	3.3%	?	?
O=C1c2ccc(Oc3ccc([N+](=O)[O-])cc3)cc2C(=O)N1CCCO	4.0%	-5.8%	i	0.1%[9.22 µM]	-2.1%	-0.2	1.8%	4.11µM*	-3.4%
O=C(Nc1ccc2c(c1)OCO2)Nc1ccc(F)cc1F	0.7%	0.5%	i	1.8%	-15.2%	-0.6	-1.6%	?	3.2%
COc1ccc(-c2nnc(SCC(=O)N(C)C3CCCCC3)o2)cc1OC	-1.8%	.	.	-0.3%	.	.	.	-6.5%	0.1%
Cc1cccc(-n2cnc(C(=O)N3CCN(C)CC3)c2)n1	4.2%	1.8%	i	-0.7%	-4.8%	-4.2	10.9%	?	3.6%
CC(=O)c1ccc(NC(=O)CSc2nccn2CCc2ccccc2)cc1	-1.7%	1.9%	i	1.9%	-0.4%	2.5	3.1%	?	7.5%
c1ccc2c(NC3C4CC5CC(C4)CC3C5)nc(N3CCOCC3)nc2c1 (stereo not given)	-24.4%	-5.5%	i	4.7%	2.7%	-3.3	?	-6.4%	?

From PubChem BioAssay
